Source: PubChem BioAssay (National Center for Advancing Translational Sciences (NCATS))
Nrf2 inh = blocks Nrf2 signaling; A549 ARE-Fluc reporter, luciferase luminescence, 18-24 h; Potency, µM (highest dose often 46 µM), for the others: at the top dose activity change, negative = inhibition, hits mostly inhibitors; 2.1% of 360,000 active; also: potency is read from the fitted curve at half-maximal effect; % is scaled to controls: 0 for no effect and ±100 for the full control effect; nearly all actives have a fitted effect of over 60% in size
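Reporter: ARE-Fluc in A549. Exposure: 18-24 h, 37 °C, 5% CO2, 5% FBS OPTI-MEM. Readouts: fluorescent cytotoxicity (CellTiter-Fluor), then luminescent Nrf2 signal after BugLite.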
EPAC2 agonist = activates human EPAC2 exchange factor; Potency, µM (highest dose often 154 µM), for the others: top-dose activation, most hits filed as activators; Q8WZA2; EPAC2 activation, biochemical qHTS; response scale: 100% = 6.5 mM cAMP response; 0.079% of 360,000 active; AID 720711; also: potency is read from the fitted curve at half-maximal effect; nearly all actives have a fitted effect of over 50% in size
Target sequence (Q8WZA2 whole entry, looked up): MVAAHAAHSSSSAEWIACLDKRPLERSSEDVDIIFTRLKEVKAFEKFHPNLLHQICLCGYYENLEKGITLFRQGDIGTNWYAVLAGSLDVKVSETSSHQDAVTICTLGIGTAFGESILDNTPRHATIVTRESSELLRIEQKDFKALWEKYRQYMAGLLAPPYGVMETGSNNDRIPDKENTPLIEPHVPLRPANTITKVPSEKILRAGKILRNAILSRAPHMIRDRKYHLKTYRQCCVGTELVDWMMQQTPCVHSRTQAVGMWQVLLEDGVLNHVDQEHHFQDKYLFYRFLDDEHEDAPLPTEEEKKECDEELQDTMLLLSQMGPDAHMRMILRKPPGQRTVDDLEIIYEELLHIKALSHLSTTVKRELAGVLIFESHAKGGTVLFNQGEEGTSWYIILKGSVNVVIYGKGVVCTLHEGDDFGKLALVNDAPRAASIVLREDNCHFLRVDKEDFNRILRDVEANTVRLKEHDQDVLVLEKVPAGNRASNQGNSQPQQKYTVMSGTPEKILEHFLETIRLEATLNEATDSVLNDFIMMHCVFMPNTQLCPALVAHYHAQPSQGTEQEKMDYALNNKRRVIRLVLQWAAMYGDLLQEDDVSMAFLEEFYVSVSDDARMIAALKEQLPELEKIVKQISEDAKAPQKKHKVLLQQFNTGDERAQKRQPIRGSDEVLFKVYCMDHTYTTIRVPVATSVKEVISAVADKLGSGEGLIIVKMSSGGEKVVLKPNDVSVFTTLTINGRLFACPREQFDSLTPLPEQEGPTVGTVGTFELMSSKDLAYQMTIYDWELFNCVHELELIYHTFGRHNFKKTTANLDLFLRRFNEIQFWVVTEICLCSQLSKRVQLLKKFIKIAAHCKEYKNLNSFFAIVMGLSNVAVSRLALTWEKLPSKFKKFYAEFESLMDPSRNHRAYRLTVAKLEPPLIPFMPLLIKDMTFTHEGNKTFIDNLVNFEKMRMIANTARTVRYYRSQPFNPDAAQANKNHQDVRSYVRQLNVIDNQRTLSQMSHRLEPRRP
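Compounds were titrated in qHTS against a Rap1B-BODIPY-GDP (250 nM) complex with EPAC2 (100 nM) and GDP (50 uM). BODIPY-GDP release tracked at 480/540 nm over 30 min at room temperature, normalized to 6.5 mM cAMP.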
pAkt inh = inhibitors of Akt phosphorylation; 0.32% of 360,000 active; Neuro2A IGF-stimulated pAkt S473 HTRF, 20 min; active compounds read low; activity change, % for hits at 50 µM; in the data active = activity change below about -80%; inconclusive = mostly about -51% to -80%; also: % is scaled to controls: 0 for no effect and ±100 for the full control effect
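Neuro2A cells (4,500/well, DMEM with 0.5% FBS) were treated with compound at a single 50 µM final concentration, stimulated with 6 nM IGF for 20 min at 37 °C, and lysed. Phospho-Akt Ser473 was read by HTRF as 665/615 ratio ×10^4.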
Nrf2 activator = activators of Nrf2 (ARE) signaling; 0.31% of 410,000 active; AREc32 ARE-luciferase reporter (MCF7-derived line), luminescence, 24 h; Potency, µM (titrated, usually from 46.1 µM), for inactives: at the highest dose activation, actives largely listed as activators; also: potency is read from the fitted curve at half-maximal effect; % of control where 0% means no effect; nearly all actives have a fitted effect of over 65% in size
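AREc32_Fluc, 1000 cells/well, OPTI-MEM + 5% FBS, o/n 37 deg C 5% CO2; 23 nL cpd by pin tool, 24 hr; Steady-Glo 30 min RT, luminescence.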
EPAC2 antag = EPAC2 (human) antagonism; 0.18% of 360,000 active; EPAC2 GEF exchange of Rap1B-BODIPY-GDP, fluorescence; AID 720708; Potency, µM (highest dose often 114 µM), for the others: at the top dose activity, negative = inhibition, usual class: inhibitors; also: potency is read from the fitted curve at half-maximal effect; % is scaled to controls: 0 for no effect and ±100 for the full control effect; nearly all actives have a fitted effect of over 45% in size; many of its hits are not listed in these tables
A549 viability = kills or reduces viability of A549 cells in Nrf2 counter-screen. A549 ARE-Fluc cells, CellTiter-Fluor viability, 18-24 h. Potency, µM (series often up to 46 µM), inactives show top-dose activity change, negative = cytotoxicity, actives largely listed as inhibitors. 0.16% of 390,000 active. AID 504648; also: potency is read from the fitted curve at half-maximal effect; % is scaled to controls: 0 for no effect and ±100 for the full control effect
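A549 ARE-Fluc cells in 5% FBS OPTI-MEM, 5000 cells/well, rested 2 h then exposed to compounds in concentration-response for 18-24 h at 37 °C. Viability by CellTiter-Fluor fluorescence (Ex 405/Em 525) after 30 min; luciferase luminescence (BugLite, 15 min, RT) read afterwards.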
TGFb SMAD3 inh = inhibitors of TGF-b signaling | HepG2 CAGA-GFP TGF-b/SMAD3 reporter, GFP fluorescence, 18 h; TGF-beta stimulated, 500 pg/mL final | Potency, µM (doses to about 46.1 µM), for the others: top-dose activity, negative = inhibition, usual class: inhibitors | 1.2% of 410,000 active; also: potency is read from the fitted curve at half-maximal effect; % is scaled to controls: 0 for no effect and ±100 for the full control effect; nearly all actives have a fitted effect of over 65% in size
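HEPG2 CAGA-GFP reporter cells (1000/well, DMEM with 1% FBS) received compounds, then recombinant TGF-beta at 500 pg/mL final for 18 hours at 37 degrees C. Per-cell GFP summed per well was normalised to unstimulated and stimulated DMSO controls before curve fitting.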
MmCpn inh = inhibitors of Methanococcus maripaludis chaperonin (MmCpn); Potency, µM (highest dose often 76.9 µM), for the others: at the highest dose activity, negative = inhibition, most hits filed as inhibitors; AID 504842; purified Mm-Cpn ATPase, ADP Transcreener TR-FRET; 0.031% of 330,000 active; also: potency is read from the fitted curve at half-maximal effect; % is scaled to controls: 0 for no effect and ±100 for the full control effect; nearly all actives have a fitted effect of over 80% in size
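25 nM Mm-CPN + cpd, 10 min 37°C; + 10 uM ATP, 30 min 37°C; buffer 30 mM Tris pH 7.4, 100 mM KCl, 5 mM MgCl2, 1 mM DTT; Transcreener ADP HTRF detection 30 min RT.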
CCT chaperon mod = modulators of cytosolic chaperonin (CCT/TRiC) activity. 0.3% of 360,000 active. purified chaperonin ATPase assay, HTRF ADP detection, 30 min. activity change, % (no concentration beside the values), hits read low; in the data active = activity change below about -30%; also: % is scaled to controls: 0 for no effect and ±100 for the full control effect
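We incubate TRiC, 40 or 20 nM final, with library compounds at 76 uM and 10 uM ATP for 30 min at 37 °C. ADP formed is detected with Transcreener HTRF reagents after 30 min at room temperature.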
Active calls of the source: *; [ ] = dose if it differs, or a comment. Unless noted, calls follow the shape of the dose curve; as a rule, active = well fitted curve in the direction sought with a large enough effect; inconclusive = small, poorly fitted or top-dose-only effect, or another doubt; inactive = no such curve, though single readings can be large; an effect the other way counts as inactive or inconclusive. These rows are one share of the data, so the mix of outcomes need not match the whole.

Screening CCN(CC)S(=O)(=O)c1ccc2c(c1)nc(CCC(=O)OCC(=O)Nc1c(F)cccc1F)n2C returned Nrf2 inh 22.8%, EPAC2 agonist -2.5%, pAkt inh inactive, Nrf2 activator 0.4%, EPAC2 antag -2.9%, A549 viability -3.5%, TGFb SMAD3 inh -8.1%, MmCpn inh -0.1% and CCT chaperon mod 3.4.
O=C(Nc1ccc2c(c1)OCCO2)c1c(Cl)cccc1Cl was read as EPAC2 agonist 8.9%, pAkt inh inactive, Nrf2 activator -0.5%, EPAC2 antag -10.1%, TGFb SMAD3 inh -5.2% and CCT chaperon mod 0.8.
Screening COc1ccccc1CNCC(O)(c1ccc(F)cc1)c1ccc(F)cc1 returned Nrf2 inh 4.8%, EPAC2 agonist -2.3%, pAkt inh inactive, Nrf2 activator -0.2%, EPAC2 antag -15.4%, A549 viability 0.3%, TGFb SMAD3 inh inconclusive, MmCpn inh 3.3% and CCT chaperon mod -1.0.
O=C(NCc1ccc2c(c1)OCO2)c1ccc(CSCc2ccccc2Cl)o1 was read as Nrf2 inh -3.0%, EPAC2 agonist 9.4%, pAkt inh inactive, Nrf2 activator 0.9%, EPAC2 antag 6.5%, A549 viability 2.5%, TGFb SMAD3 inh inconclusive, MmCpn inh 0.9% and CCT chaperon mod -1.5.
CC(=O)N1Cc2ccccc2C(C)CC12CCCCC2 (stereo not given) was read as Nrf2 inh inconclusive, EPAC2 agonist 0.1%, pAkt inh inactive, Nrf2 activator 0.1%, EPAC2 antag -2.7%, A549 viability -14.7%, TGFb SMAD3 inh -32.0%, MmCpn inh 2.9% and CCT chaperon mod 1.6.
Cc1c(Cl)cccc1N/C(=N/S(=O)(=O)c1cccs1)c1ccccc1 was read as Nrf2 inh -5.0%, EPAC2 agonist -1.0%, pAkt inh inactive, Nrf2 activator 0.3%, EPAC2 antag -4.2%, A549 viability -15.4%, TGFb SMAD3 inh -27.4%, MmCpn inh 0.4% and CCT chaperon mod 1.5.
For COc1ccc(-c2[nH]ncc2/C=C(/C#N)C(=O)NC2CCCCC2)cc1 the results were Nrf2 inh inconclusive, EPAC2 agonist -4.5%, pAkt inh inactive, Nrf2 activator -0.5%, EPAC2 antag 2.7%, A549 viability -29.0%, TGFb SMAD3 inh inconclusive, MmCpn inh 0.9% and CCT chaperon mod -1.3.
`COc1ccc(S(=O)(=O)N(C)C[C@H]2Oc3c(NC(=O)Nc4ccc(C(F)(F)F)cc4)cccc3C(=O)N([C@H](C)CO)C[C@@H]2C)cc1` gave Nrf2 inh inconclusive, EPAC2 agonist -11.4%, pAkt inh inactive, Nrf2 activator -4.8%, EPAC2 antag -21.0%, A549 viability -9.0%, TGFb SMAD3 inh inconclusive, MmCpn inh 1.8% and CCT chaperon mod -1.8.
CCC(C)[C@H]1CNC(=S)N1CCc1cc(C(F)(F)F)cc(C(F)(F)F)c1 (stereo not given in full) was read as Nrf2 inh -10.8%, EPAC2 agonist -10.6%, pAkt inh inactive, Nrf2 activator -1.0%, EPAC2 antag inconclusive, A549 viability -11.5%, TGFb SMAD3 inh inconclusive and CCT chaperon mod -0.4.
Screening Cc1csc(NC(=O)CSc2nnc(-c3ccco3)n2C)n1 returned Nrf2 inh 10.6%, EPAC2 agonist 9.4%, pAkt inh inactive, Nrf2 activator 1.9%, EPAC2 antag -5.1%, A549 viability 2.5%, TGFb SMAD3 inh -18.8%, MmCpn inh -2.0% and CCT chaperon mod 0.5.
Screening CC(=O)Nc1ccc(N2C(=O)CC(N3CC(C)OC(C)C3)C2=O)cc1 (stereo not given) returned Nrf2 inh 6.1%, EPAC2 agonist 5.4%, pAkt inh inactive, Nrf2 activator 0.4%, EPAC2 antag 0.1%, A549 viability -11.2%, TGFb SMAD3 inh -9.8%, MmCpn inh 1.4% and CCT chaperon mod -1.2.
`OCC[C@@H]1C[C@H](O)[C@@H](O)[C@]2(Cc3ccccc3O2)O1` gave Nrf2 inh -0.6%, EPAC2 agonist 8.2%, pAkt inh inactive, Nrf2 activator -1.1%, EPAC2 antag 10.7%, A549 viability -2.1%, TGFb SMAD3 inh 7.4%, MmCpn inh 1.4% and CCT chaperon mod -4.7.
`Cc1oc(-c2cccs2)[n+]([O-])c1C` gave Nrf2 inh -3.3%, EPAC2 agonist 2.8%, pAkt inh inactive, Nrf2 activator -0.7%, EPAC2 antag -0.4%, A549 viability -9.2%, TGFb SMAD3 inh 19.9%, MmCpn inh -4.0% and CCT chaperon mod -2.2.
For COc1ccc(C(=O)NCCC(C)C)cc1S(=O)(=O)N1CCOCC1 the results were Nrf2 inh 20.8%, EPAC2 agonist -10.4%, pAkt inh inactive, Nrf2 activator -0.5%, EPAC2 antag 4.8%, A549 viability -6.6%, TGFb SMAD3 inh 24.8%, MmCpn inh -4.0% and CCT chaperon mod -3.7.
For O=C(Nc1cc(F)ccc1F)C1CCCN(c2ncnc3c2nc2n3CCCCC2)C1 (stereo not given) the results were Nrf2 inh 10.2%, EPAC2 agonist 7.3%, pAkt inh inactive, Nrf2 activator 0.0%, EPAC2 antag -4.0%, A549 viability 1.1%, TGFb SMAD3 inh -25.1%, MmCpn inh 0.6% and CCT chaperon mod 0.8.
O=C1COCC(=O)N1CCc1c[nH]c2ccccc12 was read as Nrf2 inh 16.9%, EPAC2 agonist 15.2%, pAkt inh inactive, Nrf2 activator 3.4%, EPAC2 antag 4.4%, A549 viability 3.7%, TGFb SMAD3 inh 21.6%, MmCpn inh -0.2% and CCT chaperon mod -0.3.
Cc1ccc(S(=O)(=O)N2CCN(C(=O)COC(=O)c3ccccc3Cl)CC2)c(C)c1 was read as Nrf2 inh 9.5%, EPAC2 agonist 12.5%, pAkt inh inactive, Nrf2 activator 0.2%, EPAC2 antag -0.6%, A549 viability 1.5%, TGFb SMAD3 inh 1.2%, MmCpn inh -0.3% and CCT chaperon mod 0.1.
`COc1cc(C(=O)N2c3ccccc3CCC2C)cc(OC)c1OC` (stereo not given) gave Nrf2 inh -16.6%, EPAC2 agonist 6.6%, pAkt inh inactive, Nrf2 activator 0.0%, EPAC2 antag -1.0%, A549 viability -0.1%, TGFb SMAD3 inh -19.5%, MmCpn inh -2.3% and CCT chaperon mod -0.6.
For Cc1ccccc1S(=O)Cc1ccc(C(=O)NCc2ccccc2Cl)o1 (stereo not given) the results were Nrf2 inh -23.4%, Nrf2 activator -0.7%, A549 viability -0.1% and TGFb SMAD3 inh -59.3%.
COc1cc(/C=C/c2ccc3cccc([N+](=O)[O-])c3n2)ccc1OCC(=O)O was read as Nrf2 inh 3.7%, EPAC2 agonist 1.0%, pAkt inh inactive, Nrf2 activator 21.4%, EPAC2 antag -20.0%, A549 viability inconclusive, TGFb SMAD3 inh inconclusive, MmCpn inh 0.8% and CCT chaperon mod -1.5.
Screening CC1CCC(C(C)C)C(OC(=O)COC(=O)c2cc(O)ccc2N)C1 (stereo not given) returned Nrf2 inh -11.6%, EPAC2 agonist -9.8%, pAkt inh inactive, Nrf2 activator 2.3%, EPAC2 antag -8.5%, A549 viability 2.8%, TGFb SMAD3 inh inconclusive, MmCpn inh 0.3% and CCT chaperon mod -1.4.
For CC(=O)OCC(=O)C1(O)CCC2C3CC(C)C4=CC(=O)C=CC4(C)C3=CCC21C (stereo not given) the results were Nrf2 inh 2.06µM*, EPAC2 agonist 10.4%, pAkt inh inactive, Nrf2 activator 2.5%, EPAC2 antag -13.6%, A549 viability 3.0%, TGFb SMAD3 inh 3.0% and CCT chaperon mod -0.6.
For Nc1ccc(-c2nnnn2-c2ccc(N)cc2)cc1 the results were Nrf2 inh 6.9%, EPAC2 agonist 5.2%, pAkt inh inactive, Nrf2 activator 2.1%[9.22 µM], EPAC2 antag -10.1%, A549 viability -5.4%, TGFb SMAD3 inh 20.0%, MmCpn inh -0.1% and CCT chaperon mod 1.6.
Cc1ccc(NS(=O)(=O)c2ccc3c(c2)oc(=O)n3C)cc1F was read as Nrf2 inh inconclusive, EPAC2 agonist 10.2%, pAkt inh inactive, Nrf2 activator -0.3%, EPAC2 antag -13.4%, A549 viability -0.1%, TGFb SMAD3 inh -6.9%, MmCpn inh 1.7% and CCT chaperon mod -1.2.
For CC(C)(C)c1nnc(NS(C)(=O)=O)s1 the results were EPAC2 agonist 4.9%, pAkt inh inactive, Nrf2 activator 0.2%, EPAC2 antag -7.4%, A549 viability 1.9%, TGFb SMAD3 inh 3.3% and CCT chaperon mod 1.9.
CCC(C)N(C(=O)CSc1nc(C)c(C)c(C)c1C#N)C1CCS(=O)(=O)C1 (stereo not given) was read as Nrf2 inh 14.4%, EPAC2 agonist 10.0%, pAkt inh inactive, Nrf2 activator -0.2%, EPAC2 antag 6.7%, A549 viability -0.6%, TGFb SMAD3 inh inconclusive, MmCpn inh 1.8% and CCT chaperon mod -1.8.
Screening O=C(CC1C(=O)NCCN1Cc1cccc(F)c1)NCCCN1CCCC1=O (stereo not given) returned Nrf2 inh 6.7%, EPAC2 agonist 1.3%, pAkt inh inactive, Nrf2 activator 0.5%, EPAC2 antag -2.8%, A549 viability 6.1%, TGFb SMAD3 inh 16.1%, MmCpn inh 0.7% and CCT chaperon mod -1.5.
